Screening data deposited in PubChem BioAssay by Johns Hopkins Ion Channel Center.
KCNQ2 block: KCNQ2 channel blockers in CHO-K1 cells – cell-based, FluxOR thallium flux, B-score, primary screen (AID 2156) | O88943 | 20 min; active compounds read low | B-score at 10 µM | actives 1.1% (n = 310,000);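 active means fluorescence ratio B-score at most minus 3 library SDs, with starting brightness B-score within 2 library SDs, cut at about -5.5 in these data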
Target sequence (O88943 whole entry, looked up): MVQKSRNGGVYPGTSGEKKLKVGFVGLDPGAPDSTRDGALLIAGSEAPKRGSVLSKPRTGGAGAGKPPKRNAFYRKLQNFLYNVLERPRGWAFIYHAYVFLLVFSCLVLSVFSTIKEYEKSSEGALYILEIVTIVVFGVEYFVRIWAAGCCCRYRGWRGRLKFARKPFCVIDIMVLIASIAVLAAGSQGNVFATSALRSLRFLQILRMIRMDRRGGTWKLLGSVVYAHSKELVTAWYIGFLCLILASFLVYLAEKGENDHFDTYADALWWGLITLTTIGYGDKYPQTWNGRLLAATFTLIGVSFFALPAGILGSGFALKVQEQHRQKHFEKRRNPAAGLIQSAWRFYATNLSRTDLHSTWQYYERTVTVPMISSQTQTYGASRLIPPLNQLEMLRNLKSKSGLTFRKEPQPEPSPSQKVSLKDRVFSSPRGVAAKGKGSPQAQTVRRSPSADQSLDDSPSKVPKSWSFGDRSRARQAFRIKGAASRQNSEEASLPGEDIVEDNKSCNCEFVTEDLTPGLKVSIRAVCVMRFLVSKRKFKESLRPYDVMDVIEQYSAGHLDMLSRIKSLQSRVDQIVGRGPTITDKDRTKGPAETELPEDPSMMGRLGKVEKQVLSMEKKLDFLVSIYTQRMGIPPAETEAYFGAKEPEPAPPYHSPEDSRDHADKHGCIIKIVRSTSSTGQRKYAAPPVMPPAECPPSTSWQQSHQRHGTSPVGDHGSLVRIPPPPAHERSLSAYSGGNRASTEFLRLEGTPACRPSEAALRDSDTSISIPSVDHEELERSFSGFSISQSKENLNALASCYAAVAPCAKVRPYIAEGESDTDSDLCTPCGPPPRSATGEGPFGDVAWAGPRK
Kir21 inh: Kir2.1 (mouse) channel inhibition | P35561 | HEK293-Kir2.1, FluxOR thallium flux fluorescence; active compounds read low | B-score at 10 µM | actives 0.85% (n = 310,000);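 active means fluorescence ratio B-score at or below minus 3 SD of library scores, with starting-brightness B-score within 2 SD, cut at about -4.2 in these data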;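 further: channel flux triggered by added potassium and thallium sulfate stimulus; B-score of peak minus minimum fluorescence over baseline after thallium stimulus; more negative B-score means stronger Kir2.1 block with less thallium influx; some compounds called inactive have numbers as strong as hits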
Starred values were filed as active, the others as inactive; i = inactive.

KCNQ2 block	Kir21 inh	Compound
i	0.56	CCc1ccc2nc(NC(=O)CSCc3c(C)noc3C)sc2c1
i	-2	O=C(O)Cn1cc(/C=C2/NC(=O)N(c3ccc(Cl)cc3)C2=O)c2ccccc21
i	-0.06	COc1cccc(-c2nc(COc3ccc(Cl)cc3Cl)no2)c1
i	-0.49	Cc1ccccc1OCc1nc2ccccc2c(=O)n1N
i	0.28	CC(=O)OC[C@H]1O[C@H](C/C=N/OC[C@@H](O)[C@H]2O[C@@H]3OC(C)(C)O[C@@H]3[C@H]2O)C=C[C@@H]1OC(C)=O
i	0.79	COCCCNC(=O)/C(C#N)=C/c1ccc(F)cc1
i	1	CCN1CCN(C(=O)C2CCN(Cc3nc(-c4cccc(Cl)c4)oc3C)CC2)CC1
i	-0.3	CCCCCCC(C)n1[nH]c(=O)cc1N (stereo not drawn)
i	-0.73	O=C1CC(c2ccco2)Cc2nc(Nc3ccc(F)cc3)ncc21 (stereo not drawn)
i	-0.2	Cc1nc(N2CCCCC2)nc(N2CCCCC2)c1C=O
i	0.19	CNc1ccc(C(=O)c2ccccc2C(=O)O)cc1[N+](=O)[O-]
i	0.53	Cc1ccc(C(=O)NCC(C)NC(=O)c2ccc(C)c([N+](=O)[O-])c2)cc1[N+](=O)[O-] (stereo not drawn)

(continued)
KCNQ2 block	Kir21 inh	Compound
i	-0.22	CC(C)c1nc2c(c(=O)c3ccccc3n2C)c(=O)n1CCc1ccccc1
i	0.04	Cc1cccc(NC(=O)c2c(F)c(F)c(F)c(F)c2F)c1
i	0.01	C/C(=N\N=C(c1ccccc1)c1ccccc1)c1cccs1
i	-0.5	Fc1ccccc1Nc1nc(NCc2ccco2)nc(N2CCOCC2)n1
i	-0.28	CCOc1cc(S(=O)(=O)Nc2ccccc2CC)ccc1Cl
i	0.89	CN(Cc1cc2ccccc2[nH]c1=O)C(=O)COc1ccccc1
i	-0.89	Oc1cccc(C=Nc2cccc3ccccc23)c1O
i	-1.7	CCOC(=O)c1ccc(NC(=O)CSc2nccn2C)cc1
i	-0.17	COCC1COS(=O)(=O)NC1(C)C (stereo not drawn)
i	-1.9	O=C(O)c1cccc(NC2=C(n3nnc4ccccc43)C(=O)c3ccccc3C2=O)c1
i	0.32	O=C(COc1ccccc1)N1CCN(S(=O)(=O)c2ccc(Br)cc2)CC1
i	0.96	Cn1c(=O)c2c(nc(NCCOc3ccc(F)cc3)n2C)n(C)c1=O

(listing goes on)
KCNQ2 block	Kir21 inh	Compound
i	0.06	CCc1ccccc1NC(=S)N(CCN1CCOCC1)Cc1ccccc1F
i	0.76	CCCc1cc(=O)c2ccc(OC/C(C)=N/O)cc2o1
i	2.5	Cc1ccc(-n2c(P(C)(=O)O)nc3ccccc32)cc1
i	1.1	CN(C(=O)COC(=O)c1ccccc1SCC(=O)N1CCCC1)c1ccccc1
i	-0.05	O=C(CCN1CCN(c2ccccc2)CC1)c1ccc(Cl)cc1
i	0.43	CCOc1ccc(NC(=O)CCn2cccc2)cc1
i	-0.13	Cc1cnc(C(=O)OC(C(=O)c2c[nH]c3ccccc23)c2ccccc2)cn1 (stereo not drawn)
i	0.68	CC(C)(C)CC(C)(C)NC(=S)N1CCN(Cc2ccc3c(c2)OCO3)CC1
i	-0.35	COC(=O)c1ccc(NS(=O)(=O)c2ccc(OC)cc2)cc1
i	1.6	CC(C)C[C@@H](NC(=O)[C@H]1CCCN1C(=O)Cc1ccccc1)C(N)=O
i	0.54	O=C(CCn1c(=S)[nH]c2cc3c(cc2c1=O)OCO3)NCc1cccc(Cl)c1
i	0.69	CCOc1ccccc1NC(=O)Nc1ccc(CC#N)cc1

(further entries)
KCNQ2 block	Kir21 inh	Compound
i	0.01	COc1ccc(/C=N/N2CCN(c3ccc(Cl)cc3)CC2)cc1
i	0.14	O=C(NCc1ccc(F)c(F)c1)C1CCC(=O)N(CCc2ccccc2)C1 (stereo not drawn)
i	-0.18	CN1C(C(=O)Nc2cccc(O)c2)=CC(c2ccco2)=NS1(=O)=O
i	0.29	O=C1C2CCCCN2C(=O)N1CCCCN1CCN(c2cccc(Br)c2)CC1 (stereo not drawn)
i	1.8	O=C(N/N=C/C(Br)=C/c1ccccc1)c1ccccc1F
i	-1.6	Cc1ccc(C(=O)OCC(=O)c2cc(C)n(CC3CCCO3)c2C)cc1 (stereo not drawn)
i	-0.61	CN(C)S(=O)(=O)c1ccc(C(=O)/C=C/c2cccnc2)cc1
i	0	O=C(Cc1csc(-c2ccccc2)n1)NCc1ccco1
i	-2.2	Cc1onc(-c2c(Cl)cccc2Cl)c1C(=O)c1ccc(F)cc1
i	-0.79	C=CCN1C(=O)C(O)(CC(=O)c2ccccn2)c2ccccc21 (stereo not drawn)
i	0.04	Cc1ccc2nc(SCC(=O)NCc3ccc4c(c3)OCO4)nc(=O)n2c1
i	-0.94	COc1ccc(-n2nnnc2SCC(=O)c2cc3ccccc3o2)cc1

Next part.
KCNQ2 block	Kir21 inh	Compound
i	-0.06	CCN(CC)c1ccc(C2N(C(=O)N3CCOCC3)CCN2S(=O)(=O)c2ccc(C)cc2)cc1 (stereo not drawn)
i	0.36	COc1ccc(C(=O)CC(=O)c2ccc(OC)cc2)cc1
i	-1.5	COc1ccc(C(=O)/C=C/c2ccc(-c3ccccc3)cc2)cc1CSCC(=O)O
i	-0.26	NC(=O)c1c(NC(NC(=O)c2ccco2)C(=O)c2ccc(Cl)cc2)sc2c1CCCC2 (stereo not drawn)
i	-1.3	CCN(CC)C(=S)NC(=O)C12CC3CC(CC(C3)C1)C2
i	2.5	COc1ccc(C(=O)C2CCCN(C(=O)c3cccnc3OC)C2)c(C)c1 (stereo not drawn)
i	-0.59	Cc1ccc2c(CC(=O)NC3=NCCS3)coc2c1
i	1.2	O=C(c1ccccc1)c1ccc(C(=O)N2CCOCC2)cc1
i	0.57	Cc1nnc(SCC(=O)Nc2ccc(S(=O)(=O)Nc3ccc(Cl)nn3)cc2)s1
i	-0.83	CCCNC(=O)COC(=O)/C=C/c1ccco1
i	-0.08	CCCn1nnnc1NC(=O)c1cc(Cl)ccc1Cl
i	-0.09	O=C1CCc2cc(NS(=O)(=O)c3ccccc3)cc3c2N1CC3

Later entries
KCNQ2 block	Kir21 inh	Compound
i	0.89	Cn1c(N)c(C(=O)COC(=O)C2(c3ccc(F)cc3)CCCC2)c(=O)n(C)c1=O
i	0.06	CS(=O)(=O)N(Cc1ccccc1)c1ccc(C(=O)NCc2ccccc2)cc1
i	-0.61	COc1ccc(NC(=O)CN2CCCCC2)cc1
i	-0.89	COc1cc(CNC(C)c2ccccc2)c(Br)cc1OCC(N)=O (stereo not drawn)
i	0.14	O=C(c1ccccc1)N1CCN(c2ccc([N+](=O)[O-])cc2-n2cccc2)CC1
i	-0.09	CCOC(=O)CN1C(=O)CC(c2ccccc2)C1=O (stereo not drawn)
i	-0.26	CCN(C(=S)Nc1ccc(C(C)=O)cc1)C1CCCCC1
i	-0.92	CCCCC(=O)N/N=C(/C)C1=C(C)C(C)(C)OC1=O
i	-0.01	COc1cccc(CNC(=O)c2cc(S(=O)(=O)N3CCCCC3)c[nH]2)c1
i	-1.5	CSc1ncc(CO)n1Cc1ccccc1
i	-0.41	CCCCC1=CC2=C(c3ccco3)C(=O)C(C)(OC(=O)c3ccc(OC)cc3)C(=O)C2=CN1Cc1ccc(OC)cc1 (stereo not drawn)
i	-0.04	O=C(CCN1C(=O)c2ccccc2S1(=O)=O)NCc1ccccc1

Exported with two lines to a compound: entries from further up.
Every second line gives: KCNQ2 block	Kir21 inh
> COc1cccc(CNC(=O)c2cc(S(=O)(=O)N3CCCCC3)c[nH]2)c1
  i	-0.01
> CSc1ncc(CO)n1Cc1ccccc1
  i	-1.5
> CCCCC1=CC2=C(c3ccco3)C(=O)C(C)(OC(=O)c3ccc(OC)cc3)C(=O)C2=CN1Cc1ccc(OC)cc1 (stereo not drawn)
  i	-0.41
> O=C(CCN1C(=O)c2ccccc2S1(=O)=O)NCc1ccccc1
  i	-0.04

Following part:
KCNQ2 block	Kir21 inh	Compound
i	-0.96	CCOC(=O)c1ccc2c(c1)C1C=CCC1C(C(=O)OCC)N2 (stereo not drawn)
i	2	COc1cc(NC(=O)c2ccco2)ccc1NC(=O)c1ccccc1Cl
i	-0.46	N#C/C(=C\c1ccc(-c2cccc(Cl)c2)o1)C(=O)Nc1cccc2cccnc12
i	3.3	CC(Cc1ccccc1)NC(=O)c1ccc([N+](=O)[O-])cc1 (stereo not drawn)
i	1.1	CN(C)C(=O)N1CCC(C(=O)NCc2ccccc2Cl)CC1
i	-0.5	COc1ccc(CNC(=O)c2cc(=O)c3ccccc3o2)cc1
i	1.3	CCOC(=O)c1c(S(=O)(=O)N2CCCCCC2)c(C)n(C)c1C
i	0.24	NC(=O)CSCc1nc2ccccc2s1
i	-0.36	Cn1c(C(=O)NCc2ccc3c(c2)OCO3)cc2sccc21
i	1.3	Cc1cc2nc(CS(=O)(=O)c3ccccc3)cc(=O)n2[nH]1
i	-1.6	CC1(NC(=S)NCCCCCCNC(=S)NC2(C)CCS(=O)(=O)C2)CCS(=O)(=O)C1 (stereo not drawn)
i	0.29	C=CCOc1ccc(/C=C\c2nc(O)c([N+](=O)[O-])c(=O)[nH]2)cc1OCC

More records follow.
KCNQ2 block	Kir21 inh	Compound
i	-1.2	CN1C2C=C3C(C#N)=C(N)C(C#N)(C#N)[C@@H](c4cccs4)C3C1CC2 (stereo partly drawn)
i	0.59	Cc1ccc(OC(C)C(=O)Nc2ccc(C)c(S(=O)(=O)Nc3ccc(C)cc3C)c2)cc1 (stereo not drawn)
i	2.3	O=[N+]([O-])c1ccc2c(c1)C(N1CCOCC1)/C(=C/COc1ccc(Cl)cc1Cl)O2 (stereo not drawn)
i	-0.32	CC1CCC(NC(=O)CN2C(=O)C3CCCN3c3ncc(Cl)cc32)CC1 (stereo not drawn)
i	-1.3	COCCNC(=O)C(c1ccc(C)o1)N(C(=O)c1snc(C(N)=O)c1N)c1cccc(C)c1 (stereo not drawn)
i	0.28	CC(C)(C)c1cc(NC(=O)Nc2ccc(Cl)cc2Cl)no1
i	-1.8	CCOC(=O)C1(CCCc2ccccc2)CCN(C2CCSCC2)CC1
i	-0.35	Cc1ccc2c(c1)C(c1ccccc1)C(=O)O2 (stereo not drawn)
i	-1.2	CCCCCNC(=O)C(=O)C1C(=O)Nc2ccccc21 (stereo not drawn)
i	0.12	CC(C)(C)OC(=O)N[C@@H](Cc1ccccc1)[C@H](O)c1ccco1
i	-0.21	CCCN1CC(O)=C(C#N)C1=O
i	0.35	CCOCCCNC(=O)C(c1ccc(OC)cc1)N(Cc1ccc2c(c1)OCO2)C(=O)c1cnccn1 (stereo not drawn)

(more compounds)
KCNQ2 block	Kir21 inh	Compound
i	0	C=CCc1c(C)nc2cc(-c3ccc(C)cc3)[nH]n2c1=O
i	-1.3	COCCn1c(SCC(=O)NCc2ccc3c(c2)OCO3)nnc1-c1c[nH]c2ccccc12
i	0.56	O=C(NC(Cc1ccccc1)C(=O)O)/C(=C/c1ccc([N+](=O)[O-])cc1)NC(=O)c1ccc(Br)o1 (stereo not drawn)
i	-0.61	COc1ccc(S(=O)(=O)NCC(c2cccnc2)N2CCN(Cc3ccccc3)CC2)cc1 (stereo not drawn)
i	-0.48	COc1ccc(C(=O)NC(=S)Nc2ccc(CN3CCCCC3)cc2)cc1Cl
i	-0.97	O=C(CNC(=O)C12CC3CC(CC(C3)C1)C2)NCc1ccccc1
i	-0.18	CCN(Cc1ccccc1)C(=O)Cc1c[nH]c2ccccc12
i	0.75	CCn1c(CC(=O)Nc2ccccc2)nnc1SCC(=O)NC1CCCC1
i	0.01	Cc1ccc(CNC(=O)Cn2c(=O)n(-c3ccccc3)c(=O)c3sccc32)cc1
i	0.94	COc1ccccc1NC1=CC(=O)CC(c2ccccc2)C1 (stereo not drawn)
i	-1.5	CC1CCN(S(=O)(=O)c2ccc(C(=O)N3CCN(c4ccccc4F)CC3)cc2)CC1
i	-0.47	Cc1ccc(NC(=O)COC(=O)c2cccnc2)cc1

Entries of single compounds as entered above:
Results for CC(C)c1nc2c(c(=O)c3ccccc3n2C)c(=O)n1CCc1ccccc1 = KCNQ2 block: i; Kir21 inh: -0.22
Results for COCCNC(=O)C(c1ccc(C)o1)N(C(=O)c1snc(C(N)=O)c1N)c1cccc(C)c1 (stereo not drawn) = KCNQ2 block: i; Kir21 inh: -1.3

As entered above.
Kir21 inh result of O=C(CNC(=O)C12CC3CC(CC(C3)C1)C2)NCc1ccccc1 = -0.97
Kir21 inh result of COCCn1c(SCC(=O)NCc2ccc3c(c2)OCO3)nnc1-c1c[nH]c2ccccc12 = -1.3
Kir21 inh result of Cc1ccc(NC(=O)COC(=O)c2cccnc2)cc1 = -0.47
Kir21 inh result of CCn1c(CC(=O)Nc2ccccc2)nnc1SCC(=O)NC1CCCC1 = 0.75
Kir21 inh result of C=CCc1c(C)nc2cc(-c3ccc(C)cc3)[nH]n2c1=O = 0
Kir21 inh result of CCN(Cc1ccccc1)C(=O)Cc1c[nH]c2ccccc12 = -0.18

Further compounds follow:
KCNQ2 block	Kir21 inh	Compound
i	-0.28	O=c1cc(CSc2ccc(Cl)cc2)nc(N2CCOCC2)[nH]1
i	1.9	CC(C)Nc1nc(Cl)nc(N(C#N)CN2C(=O)c3ccccc3S2(=O)=O)n1
i	-4.1	O=C(COc1ccc(Cl)cc1Br)N1CCN(S(=O)(=O)c2ccccc2)CC1
i	-0.06	O=C(NCCCN1CCCC1=O)c1ccc(OCc2ccccc2)cc1
i	-1.3	O=C(N/C(=C\c1ccco1)C(=O)N1CCCC1)c1cccs1
i	-0.16	Nc1cnccc1C(=O)O
i	0.31	Cc1ccc(-n2ncc3c2CC(C)(C)CC3NC(=O)CCc2ccc(=O)[nH]n2)cc1 (stereo not drawn)
i	1.4	Cc1cc(Nc2ccccc2Cl)nc(-c2ccccc2O)n1
i	-0.01	COc1ccc(N2C(=O)C(Cl)=C(NCc3ccccc3)C2=O)cc1
i	0	c1ccc(-c2nccnc2-c2ccccc2)cc1
i	-0.05	COc1ccc(C(=O)N2CCOC2CNC(=O)C(=O)NCc2ccccc2Cl)cc1 (stereo not drawn)
